Source: PubChem BioAssay
HP1b binding inh: blocks HP1-beta chromodomain binding to methylated histone tails; AlphaScreen HP1-beta / biotin-H3K9me3 peptide binding; Potency, µM (doses to about 114 µM), inactives show top-dose activity change, negative = inhibition, hits mostly inhibitors; 390,000 tested, 0.56% active; AID 540317; also: nearly all actives have a fitted effect of over 70% in size; inactives centre near 23
Target sequence (P83916 whole entry, looked up): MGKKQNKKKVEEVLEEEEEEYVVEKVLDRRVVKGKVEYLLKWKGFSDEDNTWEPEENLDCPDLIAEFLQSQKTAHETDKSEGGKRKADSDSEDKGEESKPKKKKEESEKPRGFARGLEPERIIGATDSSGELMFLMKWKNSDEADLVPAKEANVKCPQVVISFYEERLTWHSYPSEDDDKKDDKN
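AlphaScreen: HP1-beta (50 nM) preformed 30 min with biotin-H3(1-18)K9me3 peptide (50 nM) in PBS pH 7.4, 0.01% Tween-20. Compound added for 30 min at RT, then streptavidin donor/nickel chelate acceptor beads (10 ug/mL) for 30 min.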
JMJD2A Tudor: inhibitors of human JMJD2A Tudor domain | O75164 | AlphaScreen JMJD2A-Tudor / H3K4me3 peptide binding | Potency, µM (highest dose often 114 µM), inactives show at the top dose activity change, negative = inhibition, most hits filed as inhibitors | 390,000 tested, 4.4% active | AID 504339; also: % is scaled to controls: 0 for no effect and ±100 for the full control effect; nearly all actives have a fitted effect of over 50% in size
G9a inh: blocks human histone lysine methyltransferase G9a; Q96KQ7; G9a H3K9 monomethylation, AlphaScreen, 2 h; Potency, µM (top dose mostly 102 µM), inactives show at the highest dose activity, negative = inhibition, hits mostly inhibitors; 350,000 tested, 8.8% active; AID 504332; also: % is scaled to controls: 0 for no effect and ±100 for the full control effect; nearly all actives have a fitted effect of over 75% in size
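Using a bead-based AlphaScreen, monomethylated H3K9 product from 2 h room-temperature reactions (G9a 20 nM, peptide 500 nM, SAM 20 uM) was detected with 0.5 ug/mL rabbit anti-H3K9me1 antibody.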
BLM helicase inh: Bloom syndrome helicase (human) inhibition | P54132 | recombinant BLM DNA unwinding, fluorescence dequenching | Potency, µM (highest dose often 56.1 µM), inactives show at the top dose activity change, negative = inhibition, usual class: inhibitors | 350,000 tested, 0.2% active;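 also: plate controls were vehicle for no effect and no enzyme for full effect; nearly all actives have a fitted effect of over 35% in size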
Pol iota inh: DNA polymerase iota (human) inhibition | Q9UNA4 | Potency, µM (series often up to 115 µM), for the others: at the top dose activity, negative = inhibition, actives largely listed as inhibitors | 390,000 tested, 1% active | Pol iota fluorescent replication assay, 10 min | AID 588590
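Fluorescent replication assay read twice, at 0 min and 10 min after adding 50 nM (final) substrate. Enzyme (10 nM) and compounds were first incubated 15 min at room temperature; enzyme-free buffer wells were negative controls.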
Pin1 inh: inhibitors of human Pin1 | Q13526 | Pin1 FP peptide displacement, HiFluor488, 10 min | Potency, µM (series often up to 115 µM), for the others: at the highest dose activity, negative = inhibition, most hits filed as inhibitors | 390,000 tested, 0.009% active | AID 504891; active = well fitted inhibition curve with a large enough effect in the polarisation, with a control signal flat, not every such curve was filed as active; inconclusive = small, poorly fitted or top-dose-only effect, or effect the other way, or a change in a side signal; inactive = no such curve, though single readings can be large or run the other way; the % refers to the polarisation; also: % is scaled to controls: 0 for no effect and ±100 for the full control effect
Target sequence (Q13526 whole entry, looked up): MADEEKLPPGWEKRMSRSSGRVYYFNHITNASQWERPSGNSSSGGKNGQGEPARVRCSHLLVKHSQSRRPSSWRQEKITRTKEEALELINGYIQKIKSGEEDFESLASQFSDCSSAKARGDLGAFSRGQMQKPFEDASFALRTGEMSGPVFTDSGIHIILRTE
GLS inh: glutaminase GLS (human) inhibition; GLS enzymatic activity, qHTS titration; Potency, µM (highest dose often 45.5 µM), for inactives: at the top dose activity change, negative = inhibition, actives largely listed as inhibitors; 410,000 tested, 0.21% active; also: % is scaled to controls: 0 for no effect and ±100 for the full control effect
Target sequence (O94925 whole entry, looked up): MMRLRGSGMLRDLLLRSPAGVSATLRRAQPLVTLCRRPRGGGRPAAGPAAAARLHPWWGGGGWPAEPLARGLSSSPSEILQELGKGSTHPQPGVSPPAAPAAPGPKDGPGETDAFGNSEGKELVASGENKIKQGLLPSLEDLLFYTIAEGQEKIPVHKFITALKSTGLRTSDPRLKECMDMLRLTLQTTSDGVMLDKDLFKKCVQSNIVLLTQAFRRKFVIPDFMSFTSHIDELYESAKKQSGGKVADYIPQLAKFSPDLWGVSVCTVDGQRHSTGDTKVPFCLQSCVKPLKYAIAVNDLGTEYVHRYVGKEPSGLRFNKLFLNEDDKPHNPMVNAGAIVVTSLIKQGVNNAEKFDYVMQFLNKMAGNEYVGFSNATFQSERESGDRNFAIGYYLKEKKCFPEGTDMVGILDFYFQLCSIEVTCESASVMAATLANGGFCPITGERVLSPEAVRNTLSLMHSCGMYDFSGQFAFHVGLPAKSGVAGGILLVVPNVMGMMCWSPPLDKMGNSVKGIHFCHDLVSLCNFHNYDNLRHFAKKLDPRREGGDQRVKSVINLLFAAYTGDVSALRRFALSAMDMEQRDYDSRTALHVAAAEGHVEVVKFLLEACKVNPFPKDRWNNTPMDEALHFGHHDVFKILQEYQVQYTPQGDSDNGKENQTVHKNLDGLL
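hKGA in 45 mM KH2PO4 (pH 8.2), 0.02% Tween-20 with compound, then 1mM L-Glutamine (stock as added) plus glutamate oxidase/HRP/Amplex red coupling mix. Fluorescence read initially and after 30 min at RT; signal change reflects glutamate formation.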
BAZ2B block: BAZ2B (human) inhibition; Q9UIF8; AlphaScreen BAZ2B-H3K14Ac peptide displacement; Potency, µM (series often up to 114 µM), inactives show top-dose activity change, negative = inhibition, usual class: inhibitors; 360,000 tested, 4.4% active; AID 504333; also: % is scaled to controls: 0 for no effect and ±100 for the full control effect; nearly all actives have a fitted effect of over 60% in size
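Protein-peptide AlphaScreen: BAZ2B 50 nM, b-H3K14Ac 50 nM, 1x PBS pH 7.4 + 0.01% Tween-20. Preincubation 30 min RT; cpd 30 min RT (top 110 uM); beads 20 min RT, light-protected.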
Tb PGK inh: blocks T. brucei phosphoglycerate kinase; Potency, µM (series often up to 57.5 µM), without a hit: at the highest dose activity change, negative = inhibition, actives largely listed as inhibitors; PGK/GAPDH coupled, Kinase-Glo luminescence, 60 min; P07378; AID 602233; 380,000 tested, 0.043% active; also: % is scaled to controls: 0 for no effect and ±100 for the full control effect; nearly all actives have a fitted effect of over 60% in size
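Luminescent ATP detection (Kinase-Glo Plus) follows a 60-minute room-temperature incubation, with wells lacking PGK as controls. Buffer: 100 mM TEA (pH 7.6), 5 mM MgCl2, 0.01% Tween-20. Coupling enzyme GAPDH (100 nM final) supplies unstable 1,3-BPG in-well.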
Starred values were filed as active, the others as inactive; i = inactive; ? = inconclusive; · = not tested or not shown; [ ] = remark or other dose. Unless noted, calls follow the shape of the dose curve; as a rule, active = well fitted curve in the direction sought with a large enough effect; inconclusive = small, poorly fitted or top-dose-only effect, or another doubt; inactive = no such curve, though single readings can be large; an effect the other way counts as inactive or inconclusive. Potency is read from the fitted curve at half-maximal effect. These rows are one share of the data, so the mix of outcomes need not match the whole.

nr | Structure | HP1b binding inh | JMJD2A Tudor | G9a inh | BLM helicase inh | Pol iota inh
1 | COc1ccc(C2CC(=O)c3cnc4c(-c5ccccc5)c(C)nn4c3C2)c(OC)c1 (configuration not stated) | 44%[activator] | -4% | 0%[59 µM] | -3% | 22%
2 | CCOc1ccccc1NC(=O)C(OC(=O)c1ccccc1)c1ccccc1 (configuration not stated) | 27% | -25%[57.1 µM] | 47%[activator][59 µM] | -11% | 7%
3 | O=C(CCc1ccc(S(=O)(=O)NCCc2ccccc2)cc1)NCc1ccc2c(c1)OCO2 | 17% | 22% | 7% | -8% | 21%
4 | O=C1C=C(NC(=O)Nc2ccc(Cl)c(Cl)c2)CCC1 | 28% | -18%[11.4 µM] | -1% | -5% | 87%[activator]
5 | COc1ccc2c(COC(=O)c3n[nH]c4ccccc34)cc(=O)oc2c1 | 7% | -14% | -1%[12.7 µM] | -6% | ?
6 | Cc1c(CCC(=O)O)c(=O)oc2cc(OCc3cccc(Cl)c3)ccc12 | 27% | -20% | -32%[2.33 µM] | -3% | 2%
7 | O=C(c1ccccc1)N1CCCC(c2nc3c(nnn3Cc3ccc(F)cc3F)c(=O)[nH]2)C1 (configuration not stated) | 39% | -10% | 5%[59 µM] | -1% | 21%
8 | Cc1ccc(C(C(=O)NC2CCCC2)N(C(=O)c2csnn2)c2ccccc2)o1 (configuration not stated) | 21% | -12% | 20% | -1% | 147%[activator]
9 | N#C/C(=C\C1=C(N2CCOCC2)C(=C/c2cccc([N+](=O)[O-])c2)/CC1)C(=O)Nc1ccccc1F | ? | -33% | 2.5µM* | 67%[activator] | 12%
10 | CCC(C(=O)OCC(=O)Nc1cccc(OC)c1)c1ccccc1 (configuration not stated) | 30% | -4% | 39% | -9% | 5%
11 | COc1ccc(C(CNC(=O)c2ccc(S(=O)(=O)N(C)C)cc2)N(C)C)cc1 (configuration not stated) | 27% | -3% | 0% | 0% | 27%
12 | O=C(Oc1c(-c2ccccc2)c(=O)n2c3c(cccc13)CC2)c1ccc(F)cc1 | 3% | -8% | · | -9% | 13%
13 | CC(C(=O)Nc1ccc(F)c(F)c1F)N(C)CCOc1ccccc1 (configuration not stated) | 77%[activator] | 35% | 76%[activator] | -3% | 13%
14 | CC(=O)Nc1nonc1-c1nnc(SCC(=O)N(C)c2ccccc2)n1C | 37%[activator] | -11% | 1%[59 µM] | 1% | 35%[activator]
15 | O=C(C1CCC1)N1CCN(c2cccc(C(F)(F)F)c2)CC1 | 54%[activator] | -4% | 4% | -1% | 34%[activator]

nr | Pin1 inh | GLS inh | BAZ2B block | Tb PGK inh
1 | 0% | 6% | -11% | -2%
2 | 50%[activator] | 1% | 6% | i
3 | 2% | -3% | -4% | -16%
4 | 13% | 9% | 2% | i
5 | 35%[activator] | -11% | -9% | -13%
6 | 7% | 10% | -13% | 6%
7 | -7% | 3% | -4% | ·
8 | -12% | -6% | -14% | -4%
9 | 38%[activator] | -1% | 1.3µM* | -7%
10 | 5% | -8% | 7% | -11%
11 | 21% | -5% | -3% | -8%
12 | ? | 11% | -8% | 5%
13 | 1% | 5% | 68%[activator] | -6%
14 | -6% | 9% | -7% | 14%
15 | 2% | 0% | -2% | i

The list continues:
nr | Structure | HP1b binding inh | JMJD2A Tudor | G9a inh | BLM helicase inh | Pol iota inh
16 | COc1ccc(S(=O)(=O)N2CCc3ccccc32)cc1C(=O)Nc1ccc(NC(C)=O)cc1 | 16% | -24% | · | · | ?
17 | COc1ccc(-c2cn(-c3ccc(Cl)cc3)c3[n+]2CCCCC3)cc1 | 24% | -5% | -2%[12.7 µM] | -8% | 78%[activator]
18 | COc1ccc(NC(=O)CN(C)C(=O)CNC(=O)Cc2cccc3ccccc23)cc1 | 17% | -1% | -6% | -2% | -5%
19 | Cc1ccc(NC(=O)COC(=O)c2cccnc2)cc1 | 35% | -7% | -5%[59 µM] | 2% | -11%
20 | COC(=O)Nc1sc(C(=O)N(C)C)c(C)c1C(=O)OC | 17% | -9% | 26%[0.0925 µM] | -4% | 12%
21 | CC(NC(=O)c1cc(COc2ccccc2)on1)c1nccs1 (configuration not stated) | 33% | -2% | 11% | -3% | 33%
22 | Oc1ccc(C=NC2CCCCC2)cc1 | 11% | -7% | -2%[59 µM] | -3% | 30%[activator]
23 | O=C(NCC1CCCO1)c1cc(-c2ccccc2)nc2ccccc12 (configuration not stated) | -3% | -13% | · | -6% | 41%[activator]
24 | COc1ccc(S(=O)(=O)N2CCCCCC2)cc1C(=O)NCc1ccccc1Cl | 16% | -7% | -25% | · | 2%
25 | CC1=C(c2ccc(Cl)cc2)S(=O)(=O)N=C1N1CCN(c2cccc(C)c2)C(C)C1 (configuration not stated) | 24% | -21% | -53%[59 µM] | -5% | ?
26 | Cn1c(SCC(=O)C(C)(C)C)nnc1-c1cccnc1 | 18% | 5% | 4% | -5% | 6%
27 | CCN1CCN(c2ncc(C(=O)Nc3ccccc3C(=O)OC)c3ccccc23)CC1 | -1% | -30% | 4%[0.501 µM] | -10% | 22%
28 | COc1ccc(-n2c(C)nc3c(cnn3-c3ccc(F)cc3)c2=O)cc1 | 25% | -6% | 0%[59 µM] | -1% | -13%
29 | O=C(O)/C=C\C(=O)Nc1ccc(N2CCN(c3ccc(F)cc3)CC2)cc1 | ? | ? | · | 2% | 0%
30 | CC(=O)c1c(N)c(C#N)c(C)n1-c1ccc(Br)cc1 | -5% | -22% | -2%[12.7 µM] | -1% | 7%

nr | Pin1 inh | GLS inh | BAZ2B block | Tb PGK inh
16 | 25% | -3% | · | i
17 | 3% | 20% | 2% | -7%
18 | 9% | -5% | -16% | -4%
19 | 4% | 4% | -5% | 7%
20 | 6% | -6% | -6% | -6%
21 | 3% | -3% | -17% | -3%
22 | -5% | 4% | -36% | i
23 | 1% | 0% | -3% | -4%
24 | 12% | 1% | 32% | 0%
25 | 11% | 7% | -7% | 9%
26 | -6% | 6% | 2% | 4%
27 | 2% | -5% | -10% | -6%
28 | 0% | -20% | · | -13%
29 | ? | 39%[activator] | ? | -25%
30 | -3% | 2% | -30% | 4%

Some of the entries so far, as a markdown table.
| entry | structure | HP1b binding inh | JMJD2A Tudor | G9a inh | BLM helicase inh | Pol iota inh | Pin1 inh | GLS inh | BAZ2B block | Tb PGK inh |
| --- | --- | --- | --- | --- | --- | --- | --- | --- | --- | --- |
| 26 | Cn1c(SCC(=O)C(C)(C)C)nnc1-c1cccnc1 | 18% | 5% | 4% | -5% | 6% | -6% | 6% | 2% | 4% |
| 27 | CCN1CCN(c2ncc(C(=O)Nc3ccccc3C(=O)OC)c3ccccc23)CC1 | -1% | -30% | 4%[0.501 µM] | -10% | 22% | 2% | -5% | -10% | -6% |
| 28 | COc1ccc(-n2c(C)nc3c(cnn3-c3ccc(F)cc3)c2=O)cc1 | 25% | -6% | 0%[59 µM] | -1% | -13% | 0% | -20% | · | -13% |
| 29 | O=C(O)/C=C\C(=O)Nc1ccc(N2CCN(c3ccc(F)cc3)CC2)cc1 | ? | ? | · | 2% | 0% | ? | 39%[activator] | ? | -25% |

(cont.)
nr | Structure | HP1b binding inh | JMJD2A Tudor | G9a inh | BLM helicase inh | Pol iota inh
31 | CC1CCCCN1C(=O)Cc1ccc(F)cc1 (configuration not stated) | 31%[activator] | -10%[57.1 µM] | -26%[59 µM] | -3% | -1%
32 | O=C(CSc1ccc(-c2cccs2)nn1)Nc1ccccc1F | 19% | -14% | 24% | -13% | 48%[activator]
33 | COc1ccccc1CN(C)C(=O)c1cccc(S(=O)(=O)N2CCCc3ccccc32)c1 | 14% | -18% | 22%[59 µM] | · | 8%
34 | Cc1nnc(NCc2ccc(F)cc2)c2c1nnn2Cc1ccccc1Cl | 39%[activator] | -8% | -3%[59 µM] | -6% | 18%
35 | O=c1cc(CSc2ccc(Cl)cc2)nc(N2CCCCC2)[nH]1 | 26% | 1% | 3% | -3% | 4%
36 | Cc1c(-c2ccccc2)nc2ccccc2c1C(=O)Nc1ccncc1 | 21% | -29% | -7% | 0% | 34%[activator]
37 | O=C(NCCc1ccccc1)c1ccc2c(c1)CCN2S(=O)(=O)c1ccccc1 | 42%[activator] | -3% | -5%[59 µM] | -6% | -14%
38 | CN1CCc2c(sc(/N=C/c3ccco3)c2C(N)=O)C1 | 28% | -5% | ? | -2% | 37%[activator]
39 | COc1ccc(OC)c(NC(=O)CSc2nnc(C3CCCCC3)n2-c2ccccc2)c1 | ? | -12%[11.4 µM] | -16%[59 µM] | -6% | ?
40 | Cc1cc(C)nc(N(C#N)S(=O)(=O)c2ccccc2Cl)n1 | 70%[activator] | ? | ? | -11% | ?
41 | Cc1onc(-c2ccccc2)c1C(=O)NNC(=S)NC(=O)/C=C/c1ccccc1 | 11% | -21% | ? | -7% | 21%
42 | COc1ccc(S(=O)(=O)N(CC(=O)NCc2cccnc2)C2CCCCC2)cc1OC | 26% | 5% | -12% | 0% | 8%
43 | Cc1cccc(-c2ocnc2C(=O)Nc2ccccc2C(=O)N2CCCC2)c1 | 24% | -1% | -6% | -6% | 98%[activator]
44 | Cc1cccc(-c2nnc3sc(-c4ccccc4)nn23)c1 | 23% | -13% | -3% | 1% | 40%[activator]
45 | Clc1cccc(Cl)c1C[n+]1cccc2ccccc21 | 28% | -1% | · | · | 176%[activator]

nr | Pin1 inh | GLS inh | BAZ2B block | Tb PGK inh
31 | 8% | 0% | -18% | 8%
32 | -1% | -9% | 14% | -2%
33 | 8% | 5% | 4% | 0%
34 | -7% | -2% | 3% | -10%
35 | 0% | 7% | 9% | 2%
36 | -4% | -8% | -5% | 2%
37 | 23% | 8% | 0% | -5%
38 | ? | ? | 8% | -10%
39 | -5% | -2% | -35% | -6%
40 | 0% | -1% | -3% | -5%
41 | 8% | 14% | -11% | i
42 | -2% | -3% | -4% | 8%
43 | -4% | -11% | -12% | -2%
44 | 1% | 1% | 10% | 1%
45 | ? | 19% | · | -8%
